High-throughput results from PubChem.
XiGFP reactiv – reactivates the inactive X chromosome in mouse fibroblasts; XiGFP mouse fibroblasts, % GFP-positive cells imaging, 3 d; cells co-treated with 5-aza-dC sensitizer; scaled so ellipticine positive control = 100%; activation, % at 7.58 µM; 0.055% of 360,000 active; AID 743238;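 active means mean normalized replicate activation at least 10% and every replicate at or above 10%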;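 further: 0% = median of on-plate neutral control wells and 100% = ellipticine 6 µM median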
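System: 68-5-11 XiGFP fibroblast line; Timing: 3 days compound exposure; Compound dosing: one concentration, pinned; Benchmarks: positive control ellipticine, 6 µM final; Buffer or medium: DMEM containing 5-aza-dC.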
S100A4 MyoIIA – inhibitors of human S100A4 binding to myosin IIA peptide; inhibition, % at 10.7 µM; P26447; S100A4/TAMRA-MyoIIA peptide fluorescence polarization; 0.14% of 360,000 active;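 active means mean inhibition of at least 70% across replicates, with every replicate also reaching that level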
Target sequence (P26447 whole entry, looked up): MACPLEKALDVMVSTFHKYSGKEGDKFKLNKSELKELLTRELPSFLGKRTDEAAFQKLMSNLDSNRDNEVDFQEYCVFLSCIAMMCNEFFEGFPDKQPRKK
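System – human S100A4 monomer protein, biochemical binding assay · Buffer or medium – Calcium-containing HEPES buffer, pH 7.2 · Timing – 5 min between mix addition and reading · Also added – TAMRA-labelled myosin IIA heavy-chain peptide probe, 5 nM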
EWS-Fli inh – EWS/Fli transcriptional activity inhibition. inhibition, % at 12.6 µM. 0.67% of 350,000 active. A673 NR0B1-luciferase reporter, viability-normalised;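 active means mean inhibition of at least 50% after viability correction, with every replicate also passing that limit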;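 further: firefly luciferase signal divided by Alamar Blue viability fluorescence both relative to DMSO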
RAD54 branch – RAD54 (human) branch migration inhibition. Q92698. RAD54 Holliday junction branch migration, FAM/BHQ fluorescence. inhibition, % at 10.4 µM. 0.14% of 360,000 active;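 active means mean normalized replicate activity at least 40 and at least half of replicates scoring 40 or more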;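 further: 0% = median of neutral control wells and 100% = median of positive control wells; inhibitors cause a drop in the FAM fluorescence signal; in these data hits start at about 50%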
FN deposition inh – fibronectin deposition inhibition; AH1F fibroblasts, Alexa488-fibronectin deposition fluorescence, overnight; inhibition, % at 12.6 µM; 0.086% of 350,000 active; AID 743247;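 active means mean inhibition across replicates of 30% or more, regardless of how many single replicates reach that level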;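 further: positive control wells lacked labelled fibronectin entirely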
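Assay system: AH1F fibroblasts / Quantity: 10000 cells per well / Medium: DMEM plus 2% serum, read in PBS / Reagent: labelled fibronectin 24 nM / Dosing: single dose, pinned / Times: 1 h cell attachment, overnight exposure to compound and label / Signal: fluorescence, ex 485 nm, em 525 nm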
E-selectin induc – induces E-selectin expression in human endothelial cells. P16581. HUVEC E-selectin immunofluorescence imaging; normalized: neutral wells 0, TNF-alpha wells 100. activation, % at 7.58 µM. 0.37% of 260,000 active. AID 686992;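 active means mean E-selectin-positive cell signal at least 10% of the positive control, reached in at least 60% of replicates, without over 20% cell loss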;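 further: in these data hits start at about 27%; measured in HUVEC primary endothelial cells; signal is the percent of cells scored E-selectin positive by PE staining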
Target sequence (P16581 whole entry, looked up): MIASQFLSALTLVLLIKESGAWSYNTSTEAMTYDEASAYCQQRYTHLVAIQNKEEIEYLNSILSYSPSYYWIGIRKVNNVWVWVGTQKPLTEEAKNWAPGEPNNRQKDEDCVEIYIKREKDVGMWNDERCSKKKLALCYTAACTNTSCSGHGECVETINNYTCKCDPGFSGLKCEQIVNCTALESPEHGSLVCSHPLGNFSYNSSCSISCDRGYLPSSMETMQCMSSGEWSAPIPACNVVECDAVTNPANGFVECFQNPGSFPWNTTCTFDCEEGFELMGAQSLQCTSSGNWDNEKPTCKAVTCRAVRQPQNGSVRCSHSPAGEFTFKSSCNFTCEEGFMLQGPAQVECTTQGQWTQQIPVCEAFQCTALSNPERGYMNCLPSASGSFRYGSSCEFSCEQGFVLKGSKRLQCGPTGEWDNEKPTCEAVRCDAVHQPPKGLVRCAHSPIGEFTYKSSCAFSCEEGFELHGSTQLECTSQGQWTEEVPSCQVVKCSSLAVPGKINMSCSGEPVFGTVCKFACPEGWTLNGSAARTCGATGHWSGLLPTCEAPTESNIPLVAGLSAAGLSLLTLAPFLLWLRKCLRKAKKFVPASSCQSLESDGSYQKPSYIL
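Assay system: HUVEC, human umbilical vein endothelial cells / Amount: 3,000 HUVEC/well / Controls: TNF-alpha positive control, DMSO neutral control / Compound dosing: single concentration / Medium: EGM-2 over gelatin coat / Evaluation: percent E-selectin-positive cells / Signal: immunofluorescence imaging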
RAD52 anneal inh – inhibitors of human RAD52 DNA annealing; recombinant RAD52 DNA annealing, FRET fluorescence; inhibition, % at 18.7 µM; P43351; 0.46% of 360,000 active; AID 651710;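 active means every replicate showing at least 50% inhibition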
esBAF inh – SWI/SNF esBAF complex inhibition; 2% of 350,000 active; mouse ES cells, Bmi1-luciferase knock-in reporter, 24 h; 100% = twice the neutral-well signal; reporter increase, % at 12.5 µM; in the data active means activation above about 40%;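 further: 0% = median of the plate's neutral control wells and 100% = double that signal; a rise in the Bmi1 reporter signal indicates esBAF inhibition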
Starred values were filed as active, the others as inactive; nt = not tested or not shown.

The opening 3 compounds, ahead of the listing:
SMILES	XiGFP reactiv	S100A4 MyoIIA	EWS-Fli inh	RAD54 branch	FN deposition inh	E-selectin induc	RAD52 anneal inh	esBAF inh
Clc1cccc(Cl)c1CSc1nnc2ccccn12	0.0	-1	-8	-1	6	nt	4	nt
CCN(CC)CCNC(=O)c1ccc(NC(=O)C2CC(=O)N(CCc3ccc(OC)c(OC)c3)C2)cc1 (stereo not given)	0.0	3	0	-5	nt	-0.3	0	1
CC(C)CNC(=O)c1cccc(NC(=O)c2ccccc2-c2ccccc2C(=O)O)c1	0.0	-7	7	5	1	nt	-8	1

Results, repeating the preview:
SMILES	XiGFP reactiv	S100A4 MyoIIA	EWS-Fli inh	RAD54 branch	FN deposition inh	E-selectin induc	RAD52 anneal inh	esBAF inh
Clc1cccc(Cl)c1CSc1nnc2ccccn12	0.0	-1	-8	-1	6	nt	4	nt
CCN(CC)CCNC(=O)c1ccc(NC(=O)C2CC(=O)N(CCc3ccc(OC)c(OC)c3)C2)cc1 (stereo not given)	0.0	3	0	-5	nt	-0.3	0	1
CC(C)CNC(=O)c1cccc(NC(=O)c2ccccc2-c2ccccc2C(=O)O)c1	0.0	-7	7	5	1	nt	-8	1
CC=Cc1ccc2n(c1=O)C[C@@H]1[C@@H](CO)[C@H](C(=O)NC3CCCC3)N(Cc3cccnc3)[C@H]21 (mixture of isomers)	0.4	-5	-5	0	nt	0.3	-16	-1
Cc1cc(NS(=O)(=O)c2ccc(NC(=O)c3ccc([N+](=O)[O-])s3)cc2)nc(C)n1	0.2	0	12	-11	0	-0.1	2	-2
COC(=O)CN1C(=O)N/C(=C/c2ccc(OC)c(C)c2OC)C1=O	0.2	-16	-6	nt	nt	3.0	-5	nt
COc1ccccc1N1CCN(C(=O)c2cc3c(-c4ccc(Cl)cc4)nn(C)c3s2)CC1	0.1	-4	9	-1	5	nt	-37	2
Cc1noc(C)c1S(=O)(=O)Nc1cccc2c1O[C@H](CN(C)C)[C@H](C)CN([C@@H](C)CO)C2=O	0.4	2	-4	-10	0	6.3	-3	0
O=C(CN1CCC(Cc2ccccc2)CC1)NC(=O)NCc1ccccc1	-0.1	0	1	10	10	0.2	-7	nt
CCCN1C[C@H](C)[C@H](OC)CN(C)C(=O)c2ccc(NC(=O)c3cnccn3)cc2OC[C@H]1C	0.3	8	3	1	-2	0.0	-21	-5
CC12CCC3c4ccc(OCCCO)c([N+](=O)[O-])c4CCC3C1CCC2=O (stereo not given)	0.0	1	0	nt	16	0.2	-14	nt
COc1cccc(NC(=O)C2CCN(S(=O)(=O)c3ccc4c(c3)C(C)(C)C(=O)N4C)CC2)c1	0.0	2	8	-1	-2	1.7	0	-2
COc1ccc(CN2C[C@@]3(O)CC[C@@H](O)[C@@H](OC)[C@@H]3[C@@]2(C)[C@H](O)CC=C(C)C)cc1	0.2	-2	-14	nt	1	1.0	-7	nt
C[C@H](NC(=O)C[C@H]1CC[C@@H](NC(=O)c2cccnc2)[C@H](CO)O1)c1ccccc1	0.1	-2	-1	4	14	0.0	-19	-2
CC(OC(=O)c1cc(=O)[nH]c2ccccc12)C(=O)N1C(C)CCCC1C (stereo not given)	0.2	-2	5	-4	-6	nt	3	-12
COCCn1nnnc1SCC(=O)c1ccccc1	nt	9	nt	-7	-4	nt	-34	7
Cn1c(=O)oc2cc(S(=O)(=O)N3CCCC(C(=O)NCc4ccc5c(c4)OCO5)C3)ccc21 (stereo not given)	0.1	-9	7	-2	-1	0.0	-12	6
CCc1ccc2cccc3c2c1N=CN3C	0.1	-2	12	-6	10	0.1	-18	-8
Cc1ccc(NNC(=O)c2cc(C)on2)c(C)c1	0.1	3	16	nt	-1	nt	-13	nt
Cn1nc(-c2ccc(S(N)(=O)=O)s2)cc1C(F)(F)F	0.0	-1	3	nt	6	0.2	-8	-12
Cc1cccc(C)c1NC(=O)N1C2CCC1CC(O)(c1cccnc1)C2 (stereo not given)	0.0	0	2	5	3	0.0	-2	-9
CSc1ccc(CNc2nc3ccccc3n3cnnc23)cc1	-0.1	2	1	nt	1	-0.2	-14	-1
O=C(c1cc2cc(F)ccc2[nH]1)N1CCc2ccccc2C1	0.1	2	-60	-2	7	nt	-5	32
Oc1ccc(C=NNC(=S)Nc2cccnc2)nc1	0.4	0	-24	nt	-4	1.2	-11	nt
O=C(COC(=O)c1ccc(S(=O)(=O)N2CCCCC2)cc1)Nc1ccccc1	0.4	2	3	1	-2	-0.7	-16	-2
O=C1CCC[C@@H]2Cc3[nH]c4c(Cl)ccc(Cl)c4c3[C@@H]3CCN1[C@H]23	0.0	11	9	8	12	nt	-9	2
COc1ccc(S(=O)(=O)N2CCOCC2)cc1NC(=O)c1ccc(SC)cc1OC	0.0	-2	18	-9	3	-3.2	11	1
Cn1c(=O)c2cc(NC(=S)NC3CCCCC3)ccc2n1-c1ccccc1	-0.1	-16	-2	-3	7	1.0	-19	-4
CCCNC(=O)c1cc(C2CCCCN2S(=O)(=O)c2ccc(C#N)cc2)on1 (stereo not given)	0.3	4	-12	2	nt	1.0	-9	3
CC(C)Oc1cccc(C(=O)Nc2ccc(CN3CCOCC3)cc2)c1	nt	-6	-6	3	nt	nt	-6	13
Cc1cc(-c2onc(C)c2C(=O)O)no1	0.0	1	2	-2	-3	0.2	-14	-4
CCN(CC(=O)NCc1cccs1)C(=O)c1cccc(S(=O)(=O)N2CCc3ccccc32)c1	-0.1	6	2	nt	0	-0.1	-13	-2
COc1ccc(Cc2nc3ccc(C(=O)N4CCC(C(N)=O)CC4)cc3o2)cc1	0.1	1	0	-1	-2	0.0	-16	-10
Cc1ccc(S(=O)(=O)N(C)CC(=O)N2CC(C)OC(C)C2)cc1 (stereo not given)	0.2	-10	nt	-3	nt	-0.2	-13	nt
Cc1cc(C(=O)NC2CC(C)(C)Cc3c2cnn3-c2ccc(F)cc2)nn1C (stereo not given)	0.0	-3	-43	-8	2	nt	-4	18
CCS(=O)(=O)c1c(S(=O)(=O)CC)c2ccccn2c1C(N)=O	0.0	1	11	nt	4	nt	-10	nt
CN1CCN(NC(=O)CC(C)(C)C)CC1	0.0	-2	-3	nt	1	nt	-15	nt
Cc1ccc(NC(=O)CSc2nnc(C3CC3)n2CC2CCCO2)cc1C (stereo not given)	0.0	-6	-2	-2	12	nt	-1	-2
O=c1[nH]c(=S)[nH]c2c1C(c1ccc(F)cc1)OC(CCC(F)(F)F)C2 (stereo not given)	-0.1	-18	10	-1	6	nt	-12	-9
Cc1ccc2[nH]c(C)cc(=S)c2c1	0.1	0	4	nt	2	nt	-27	-2
O=C(Nc1cccnc1)c1noc2c1CCCCC2	nt	-13	-24	5	nt	nt	1	-31
CC1CCN(S(=O)(=O)N2CCN(C(=O)c3ccc4c(c3)OCO4)CC2)CC1	0.0	5	-2	-6	-1	0.2	-3	-4
NC(=O)c1ccc(NC(=O)CC23CC4CC(CC(Br)(C4)C2)C3)cc1	0.0	-21	0	-4	1	0.9	-8	2
CC(=O)N1[C@@H](CO)[C@@H](c2ccccc2)[C@@H]1CN(CC1CCC1)C(=O)CN(C)C	0.2	2	-17	-5	-16	-0.1	-23	-6
COc1ccc(S(=O)(=O)N(C)C[C@@H]2Oc3ccc(NC(=O)Nc4ccc5c(c4)OCO5)cc3CC(=O)N([C@H](C)CO)C[C@@H]2C)cc1	-0.1	3	1	11	nt	-16	0	-2
O=C(Nc1ccc(F)cc1)N1C[C@@H]2[C@H](c3ccccc31)[C@H](CO)N2Cc1ccccc1	0.1	29	-2	4	-6	0.1	-13	1
Cc1cccc(C2=N/C(=C/c3cccs3)C(=O)O2)c1	0.1	5	-3	nt	-5	nt	-13	nt
Cc1csc(SC(C)C(=O)Nc2ccc(F)cc2Cl)n1 (stereo not given)	0.3	-5	-4	7	-7	-0.4	-17	-3
COc1ccc(NC(=S)Nc2ccc(S(=O)(=O)N3CCCCC3)cc2)cc1	0.1	-10	3	nt	nt	-0.2	-21	nt
CC(SC(C)C(=O)NN=Cc1c[nH]c2ccccc12)C(=O)NN=Cc1c[nH]c2ccccc12 (stereo not given)	0.1	-3	8	-9	6	-0.1	0	0
N#C[C@H]1[C@H](c2ccc(-c3ccccc3)cc2)[C@@H](CO)N1C(=O)Cc1ccccc1	-0.1	-9	35	4	-4	0.5	-20	1
NC(=O)COC(=O)c1ccccc1OCc1ccccc1Cl	0.2	-8	-1	nt	-3	-0.5	-8	nt
CCOC(=O)C1CCCN(CCC(=O)Nc2ccc(C)c(C)c2)C1 (stereo not given)	0.0	-21	-4	8	15	nt	-11	-1
Cc1ccccc1NC(=S)N(CCCN1CCOCC1)Cc1cccnc1	-0.1	7	2	nt	-7	-0.1	-25	nt
Clc1ccc(Cl)c(OCCCCNCc2ccccc2)c1	-0.3	-5	8	nt	4	-2.3	8	-3
O=C(C1CCOCC1)N1CC(=O)N2[C@@H](CO)[C@H](c3ccc(Br)cc3)[C@@H]2C1	0.2	-8	2	nt	nt	1.4	-3	nt
COCC(=O)N1[C@H](CO)[C@@H]2c3ccccc3N(C(=O)Nc3ccccc3Cl)C[C@@H]21	0.0	-1	1	-1	-7	0.1	-3	-4
CC(C)C#Cc1ccc2c(c1)O[C@@H](CN(C)S(=O)(=O)c1cn(C)cn1)[C@@H](C)CN([C@@H](C)CO)S2(=O)=O	-1.2	10	5	6	-47	-0.2	-1	9
O=[N+]([O-])c1ccc(O)c(C2=NNC(c3ccccc3F)C2)c1 (stereo not given)	0.0	-3	-110	1	-8	nt	-27	19
O=S(=O)(NCc1ccccc1)NCc1cccc(C(F)(F)F)c1	0.2	2	-2	-2	nt	nt	-1	-7
Remaining list, next part.
SMILES	XiGFP reactiv	S100A4 MyoIIA	EWS-Fli inh	RAD54 branch	FN deposition inh	E-selectin induc	RAD52 anneal inh	esBAF inh
COc1cccc(-c2ccc3c(c2)O[C@@H](CN(C)Cc2cncnc2)[C@@H](C)CN([C@@H](C)CO)S3(=O)=O)c1	-1.0	3	2	-5	-7	0.4	4	4
COc1ccc(S(=O)(=O)N(C)C[C@@H]2Oc3cc(-c4ccccc4OC)ccc3S(=O)(=O)N([C@@H](C)CO)C[C@H]2C)cc1	-0.9	2	5	7	nt	-0.2	19	-1
Cc1nnc(SCC(=O)Nc2cc(C(F)(F)F)ccc2Cl)n1C	0.0	-3	-2	-9	5	-0.2	-4	2
Cc1ccccc1CN1CCC(Oc2ccc(C(=O)N3CCCC3)cc2)CC1	0.1	-12	16	5	4	nt	-16	-3
COc1ccc(CN(C)c2ccc(S(=O)(=O)N3CCN(C)CC3)cc2[N+](=O)[O-])cc1OC	0.1	0	12	6	3	0.1	-17	-33
O=C(NCCc1ccccc1)[C@H]1[C@H](CO)[C@H]2Cn3c(cccc3=O)[C@H]2N1Cc1ccncc1	0.2	4	5	3	nt	0.0	-19	0
CO[C@@H]1CN(C)C(=O)c2cc(NC(=O)NC(C)C)ccc2OC[C@H](C)N(Cc2ccccn2)C[C@@H]1C	0.0	6	-3	1	-3	0.0	-11	0
O=[N+]([O-])c1ccc(Oc2ccc(-c3cnc4ccccc4n3)cc2[N+](=O)[O-])cc1	0.0	2	-16	nt	0	1.9	-1	37
